High-throughput results deposited in PubChem BioAssay by National Center for Advancing Translational Sciences (NCATS).
Pol iota inh – blocks human DNA polymerase iota activity; Q9UNA4; Pol iota fluorescent replication assay, 10 min; Potency, µM (top dose mostly 115 µM), for inactives: at the highest dose activity, negative = inhibition, hits mostly inhibitors; 390,000 compounds, 1% hits; AID 588590
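Pol iota at 10 nM preincubated 15 min with compounds at room temperature; reaction started with fluorescent substrate, 50 nM final. Fluorescence read kinetically at 0 and 10 min; buffer-only wells as negative control.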
Pol beta inh – DNA polymerase beta (human) inhibition; P06746; 340,000 compounds, 1.3% hits; Pol beta primer extension/strand displacement, fluorescence kinetic; Potency, µM (doses to about 114 µM), for inactives: top-dose activity change, negative = inhibition, usual class: inhibitors; also: % is scaled to controls: 0 for no effect and ±100 for the full control effect
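Pol beta (10 nM) and compounds were preincubated 15 min at room temperature, then 50 nM substrate (final) started primer extension/strand displacement. Reads were taken at 0 and 10 min; concentration-response data were fitted to a four-parameter Hill equation.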
Pol kappa inh – DNA polymerase kappa (human) inhibition. Potency, µM (top dose mostly 107 µM), for inactives: at the top dose activity, negative = inhibition, hits mostly inhibitors. 400,000 compounds, 0.53% hits. AID 588579. purified Pol kappa, fluorescent DNA synthesis assay, 10 min; also: % is scaled to controls: 0 for no effect and ±100 for the full control effect
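50 nM final substrate added after 15 min RT preincubation of 10 nM Pol kappa with compound; fluorescence read at 0 and 10 min.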
BLM helicase inh – blocks DNA unwinding by human BLM helicase | recombinant BLM DNA unwinding, fluorescence dequenching | Potency, µM (highest dose often 56.1 µM), for inactives: top-dose activity change, negative = inhibition, hits mostly inhibitors | 350,000 compounds, 0.2% hits | AID 2528;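 also: plate controls were vehicle for no effect and no enzyme for full effect; nearly all actives have a fitted effect of over 35% in size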
JMJD2A Tudor – JMJD2A Tudor domain (human) inhibition | AlphaScreen JMJD2A-Tudor / H3K4me3 peptide binding | Potency, µM (series often up to 114 µM), for the others: at the top dose activity change, negative = inhibition, actives largely listed as inhibitors | 390,000 compounds, 4.4% hits | AID 504339; also: % is scaled to controls: 0 for no effect and ±100 for the full control effect; nearly all actives have a fitted effect of over 50% in size
BAZ2B inh – blocks human BAZ2B; AlphaScreen BAZ2B-H3K14Ac peptide displacement; 360,000 compounds, 4.4% hits; Potency, µM (highest dose often 114 µM), without a hit: at the top dose activity change, negative = inhibition, hits mostly inhibitors; Q9UIF8; also: % is scaled to controls: 0 for no effect and ±100 for the full control effect; nearly all actives have a fitted effect of over 60% in size
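Protein-peptide AlphaScreen: BAZ2B 50 nM, b-H3K14Ac 50 nM, 1x PBS pH 7.4 + 0.01% Tween-20. Preincubation 30 min RT; cpd 30 min RT (top 110 uM); beads 20 min RT, light-protected.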
APEX1 inh – APE1 (human) endonuclease inhibition; 350,000 compounds, 0.35% hits; Potency, µM (top dose mostly 65.8 µM), without a hit: at the highest dose activity change, negative = inhibition, hits mostly inhibitors; recombinant APE1, TAMRA/BHQ-2 abasic DNA cleavage fluorescence;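 also: plate controls were vehicle for no effect and reference inhibitor for full effect; nearly all actives have a fitted effect of over 55% in size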
Target sequence (P27695 whole entry, looked up): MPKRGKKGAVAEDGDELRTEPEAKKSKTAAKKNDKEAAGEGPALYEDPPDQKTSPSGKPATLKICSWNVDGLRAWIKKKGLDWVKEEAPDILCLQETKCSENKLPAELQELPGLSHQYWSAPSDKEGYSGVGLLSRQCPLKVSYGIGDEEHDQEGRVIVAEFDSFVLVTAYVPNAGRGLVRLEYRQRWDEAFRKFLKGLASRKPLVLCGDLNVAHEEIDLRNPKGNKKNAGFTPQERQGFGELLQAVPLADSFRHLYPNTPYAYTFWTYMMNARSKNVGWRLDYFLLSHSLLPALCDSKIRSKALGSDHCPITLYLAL
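Enzyme (0.75 nM final) and test compound are incubated 15 min at room temperature before adding 50 nM quenched THF abasic-site duplex. Cleavage dequenches TAMRA, followed at 525/598 nm over three reads one minute apart.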
G9a block – inhibitors of human histone lysine methyltransferase G9a; Q96KQ7; G9a H3K9 monomethylation, AlphaScreen, 2 h; Potency, µM (top dose mostly 102 µM), without a hit: at the top dose activity, negative = inhibition, hits mostly inhibitors; 350,000 compounds, 8.8% hits; also: % is scaled to controls: 0 for no effect and ±100 for the full control effect; nearly all actives have a fitted effect of over 75% in size
Target sequence (Q96KQ7 913-1193 limits assumed): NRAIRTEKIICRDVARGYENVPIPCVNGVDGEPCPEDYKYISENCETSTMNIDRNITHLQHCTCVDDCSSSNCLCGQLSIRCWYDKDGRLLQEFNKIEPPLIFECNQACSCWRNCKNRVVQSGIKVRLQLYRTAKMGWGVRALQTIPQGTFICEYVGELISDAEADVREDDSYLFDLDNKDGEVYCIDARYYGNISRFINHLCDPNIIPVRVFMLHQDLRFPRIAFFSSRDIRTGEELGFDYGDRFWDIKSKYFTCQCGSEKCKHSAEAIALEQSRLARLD
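Readings reflect AlphaScreen signal from monomethyl-H3K9 antibody detection. HMT at 20 nM; substrate b-H3K9 500 nM; cofactor SAM 20 uM; 2 h RT reaction; compounds tested as titrations in qHTS with 15 min preincubation.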
Pol eta inh – blocks human DNA polymerase eta activity; Potency, µM (series often up to 114 µM), for the others: at the top dose activity change, negative = inhibition, actives largely listed as inhibitors; AID 588591; recombinant Pol eta, fluorescent DNA replication assay; 390,000 compounds, 1.2% hits; Q9Y253; also: % is scaled to controls: 0 for no effect and ±100 for the full control effect
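Pol eta (10 nM) was preincubated with compounds for 15 min at room temperature, after which fluorescent replication substrate (50 nM final) was added to start the reaction. Fluorescence was read kinetically at 0 and 10 min.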
The depositor's hits bear a star; [ ] = remark or other dose. Calls follow the shape of the dose curve; as a rule, active = well fitted curve in the direction sought with a large enough effect; inconclusive = small, poorly fitted or top-dose-only effect, or another doubt; inactive = no such curve, though single readings can be large; an effect the other way counts as inactive or inconclusive. Potency is read from the fitted curve at half-maximal effect. Not all compounds are listed, so the mix of outcomes need not match the whole.

How did CC(C)CN(Cc1cc(=O)oc2cc3c(cc12)CCCC3)CC(C)C do in these assays?
Pol iota inh: 44%; Pol beta inh: 12%; Pol kappa inh: -15%; BLM helicase inh: -3%; JMJD2A Tudor: 8%; BAZ2B inh: 0%; APEX1 inh: -1%; G9a block: 11%; Pol eta inh: inconclusive

What do the screens show for `O=C(Nc1ccccn1)c1ccc(Br)c(S(=O)(=O)N2CCCCC2)c1`?
Pol iota inh: 22%; Pol beta inh: 49%; Pol kappa inh: 0%; BLM helicase inh: -1%; JMJD2A Tudor: -20%; BAZ2B inh: 3%; APEX1 inh: -7%; G9a block: 16%[59 µM]; Pol eta inh: -2%

How did CC(C)On1c(SCC(=O)N(C)C)nc2ccccc2c1=O do in these assays?
Pol iota inh: 21%; Pol beta inh: 2%; Pol kappa inh: 5%; BLM helicase inh: -3%; JMJD2A Tudor: -11%; BAZ2B inh: 2%; APEX1 inh: 10%; Pol eta inh: -16%

How did CCn1c(C)nc2c(C)[n+](CC(=O)c3ccc(Br)cc3)ccc21 do in these assays?
Pol iota inh: 14%; Pol beta inh: 9%; Pol kappa inh: -19%; BLM helicase inh: 2%; JMJD2A Tudor: -18%; BAZ2B inh: -9%; APEX1 inh: 13%; G9a block: -5%; Pol eta inh: 1%

What do the screens show for `Cn1cccc1C(=O)NC(=O)COC(=O)CCNS(=O)(=O)c1ccc(Cl)cc1`?
Pol iota inh: 34%[activator]; Pol kappa inh: -12%; JMJD2A Tudor: -17%; APEX1 inh: inconclusive; Pol eta inh: 1%

How did CC(C)C(=O)Nc1oc(-c2ccccc2)cc1C#N do in these assays?
Pol iota inh: 96%[activator]; Pol beta inh: -8%; Pol kappa inh: -6%; BLM helicase inh: -3%; JMJD2A Tudor: -6%; BAZ2B inh: -9%; APEX1 inh: -4%; G9a block: 4%; Pol eta inh: 6%

Results for CCOC(=O)c1c(CN(CC)CC)n(-c2ccccc2)c2ccc(O)cc12 ?
Pol iota inh: -22%; Pol beta inh: 34%; Pol kappa inh: -16%; BLM helicase inh: -6%; JMJD2A Tudor: -25%; BAZ2B inh: -2%; APEX1 inh: -15%; G9a block: -8%; Pol eta inh: -8%

What do the screens show for `O=C(O)CSCC(=O)N1CCCN(c2nc3ccc(Cl)cc3s2)CC1`?
Pol iota inh: 64%[activator]; Pol beta inh: 16%; Pol kappa inh: -9%; BLM helicase inh: 0%; JMJD2A Tudor: -19%; BAZ2B inh: -11%; APEX1 inh: -1%; G9a block: -3%; Pol eta inh: -5%

What do the screens show for `Cc1nc2ncnn2c(C)c1CCC(=O)Nc1ccc(S(=O)(=O)N2CCCCCC2)cc1`?
Pol iota inh: 11%; Pol beta inh: 43%; Pol kappa inh: -11%; BLM helicase inh: -1%; JMJD2A Tudor: -14%; BAZ2B inh: -25%; APEX1 inh: -1%; G9a block: 3%[0.0925 µM]; Pol eta inh: -7%

What do the screens show for `Cc1ccc2cc(CCNC(=O)C(C)C)c(=O)[nH]c2c1`?
Pol iota inh: 43%[activator]; Pol beta inh: 10%; Pol kappa inh: -1%; BLM helicase inh: 1%; JMJD2A Tudor: -18%; BAZ2B inh: 7%; APEX1 inh: -5%; G9a block: -4%[59 µM]; Pol eta inh: -14%

Results for O=C(COc1nsnc1N1CCOCC1)Nc1ccc(Cl)cc1 ?
Pol iota inh: 5%; Pol beta inh: 83%; Pol kappa inh: -16%; BLM helicase inh: -1%; JMJD2A Tudor: -35%; BAZ2B inh: inconclusive; APEX1 inh: 10%; Pol eta inh: -6%

How did CCOC(=O)C1CCN(C(=O)c2ccc3c(c2)S(=O)(=O)c2ccccc2C3=O)CC1 do in these assays?
Pol iota inh: 34%[activator]; Pol beta inh: 69%; Pol kappa inh: 6%; BLM helicase inh: -5%; JMJD2A Tudor: -13%; BAZ2B inh: inconclusive; APEX1 inh: 0%; G9a block: -30%; Pol eta inh: -6%

How did CCC(=O)Nc1ccc(/C(C)=N\NC(=O)c2ccc(OC)cc2)cc1 do in these assays?
Pol iota inh: 15%; Pol beta inh: 21%; Pol kappa inh: -6%; BLM helicase inh: 0%; JMJD2A Tudor: -21%; BAZ2B inh: 8%; APEX1 inh: 3%; G9a block: 14%[59 µM]; Pol eta inh: -17%

How did CCOC(=O)C(CN1CCCC1)c1ccccc1 (stereo not given) do in these assays?
Pol iota inh: -5%; Pol kappa inh: -3%; JMJD2A Tudor: -13%; BAZ2B inh: -6%; APEX1 inh: 4%; G9a block: 11%[2.33 µM]; Pol eta inh: 4%

Results for O=C(NNC(=O)c1ccc2ccccc2c1)Nc1ccc(F)cc1 ?
Pol iota inh: inconclusive; Pol beta inh: 45µM*; Pol kappa inh: -3%; BLM helicase inh: -6%; JMJD2A Tudor: -13%; BAZ2B inh: -20%; APEX1 inh: 30%; G9a block: 53%[activator]; Pol eta inh: -15%

Results for COc1ccc(Oc2ncc3nc(-c4ccc(OC)cc4)c(=O)n(C4CC4)c3n2)cc1 ?
Pol kappa inh: -4%[60.1 µM]; BLM helicase inh: -3%; APEX1 inh: -1%; G9a block: 2%[0.501 µM]

What do the screens show for `Cc1cc(NC(=O)CCN2C(=O)c3ccccc3C2=O)no1`?
Pol iota inh: -3%; Pol beta inh: 23%; Pol kappa inh: -2%; BLM helicase inh: 5%; JMJD2A Tudor: -16%; BAZ2B inh: 29%; APEX1 inh: 4%; G9a block: -26%[59 µM]; Pol eta inh: -11%

What do the screens show for `CCOc1ccc(NC(=O)c2ccc(CN3CCc4ccccc4C3)cc2)cc1`?
Pol iota inh: 38%[activator]; Pol beta inh: 13%; Pol kappa inh: -14%; BLM helicase inh: 1%; JMJD2A Tudor: -15%; BAZ2B inh: -1%; APEX1 inh: -19%; G9a block: 2%; Pol eta inh: -16%

How did NC(=O)c1ccccc1NC(=O)CSc1nc2ccccc2c(=O)[nH]1 do in these assays?
Pol iota inh: -1%; Pol beta inh: 4%; Pol kappa inh: -2%; BLM helicase inh: -1%; JMJD2A Tudor: 0%; BAZ2B inh: -3%; APEX1 inh: 15%; G9a block: inconclusive; Pol eta inh: -19%

What do the screens show for `Cc1cc(-c2nnc(CSc3nnc(NC(=O)c4ccc(C(C)(C)C)cc4)s3)o2)ccc1[N+](=O)[O-]`?
Pol iota inh: -16%[58.9 µM]; Pol beta inh: -23%; Pol kappa inh: -15%; BLM helicase inh: -6%; JMJD2A Tudor: -12%; BAZ2B inh: 2%; APEX1 inh: -2%; G9a block: 0%; Pol eta inh: -7%

What do the screens show for `Cc1ccccc1NS(=O)(=O)c1nnc(NC(=O)c2ccc(Br)cc2)s1`?
Pol iota inh: 18%; Pol beta inh: -5%; Pol kappa inh: -23%; BLM helicase inh: -2%; JMJD2A Tudor: -16%; BAZ2B inh: -21%; APEX1 inh: -4%; G9a block: 21%; Pol eta inh: -14%

What do the screens show for `CCCc1cc(=O)oc2cc(C)cc(OC(C)C(=O)NCCCN3CCOCC3)c12` (stereo not given)?
Pol iota inh: -18%; Pol beta inh: 46%; Pol kappa inh: -6%; BLM helicase inh: 0%; JMJD2A Tudor: -13%; BAZ2B inh: -31%; APEX1 inh: 22%; G9a block: -1%[59 µM]; Pol eta inh: -4%

Results for CC(C)CNC(=S)NNC(=O)c1ccco1 ?
Pol iota inh: -4%; Pol beta inh: 44%; Pol kappa inh: 6%; BLM helicase inh: -10%; JMJD2A Tudor: -15%; BAZ2B inh: 33%[activator]; APEX1 inh: -5%; G9a block: -9%[59 µM]; Pol eta inh: -8%

What do the screens show for `CCCOC(=O)c1c(NC(=O)C2c3ccccc3Oc3ccccc32)sc2c1CCC(C)C2` (stereo not given)?
Pol iota inh: 10%; Pol beta inh: -17%; Pol kappa inh: -10%; BLM helicase inh: -6%; JMJD2A Tudor: -13%; BAZ2B inh: -24%; G9a block: -33%[59 µM]; Pol eta inh: -11%

How did COc1ccc2nc(-c3ccccc3)cc(OC)c2c1 do in these assays?
Pol iota inh: 139%[activator]; Pol beta inh: 16%; Pol kappa inh: -6%; BLM helicase inh: -3%; JMJD2A Tudor: 51%[activator]; BAZ2B inh: 31%; APEX1 inh: -5%; G9a block: 23%[59 µM]; Pol eta inh: -22%

Results for CC(C)CN(C(=O)CSc1nc2ccccc2[nH]1)C1CCS(=O)(=O)C1 (stereo not given) ?
Pol iota inh: 12%; Pol kappa inh: -3%; JMJD2A Tudor: -9%; APEX1 inh: 7%; Pol eta inh: -9%

How did C[C@@H]1CC[C@@]2(O[C@@H](CCO)C[C@@H](O)[C@@H]2O)O1 do in these assays?
Pol iota inh: -4%; Pol kappa inh: -18%; JMJD2A Tudor: -14%; Pol eta inh: -12%

How did CCOC(=O)c1c(NC(=O)c2ccoc2C)sc2c1CCC2 do in these assays?
Pol iota inh: inconclusive; Pol beta inh: 12%; Pol kappa inh: 3%; BLM helicase inh: -6%; JMJD2A Tudor: -31%; BAZ2B inh: -24%; APEX1 inh: 1%; G9a block: 13%[59 µM]; Pol eta inh: -7%

Entries above that contain two or more sulfur atoms:
What do the screens show for `O=C(O)CSCC(=O)N1CCCN(c2nc3ccc(Cl)cc3s2)CC1`?
Pol iota inh: 64%[activator]; Pol beta inh: 16%; Pol kappa inh: -9%; BLM helicase inh: 0%; JMJD2A Tudor: -19%; BAZ2B inh: -11%; APEX1 inh: -1%; G9a block: -3%; Pol eta inh: -5%

What do the screens show for `Cc1cc(-c2nnc(CSc3nnc(NC(=O)c4ccc(C(C)(C)C)cc4)s3)o2)ccc1[N+](=O)[O-]`?
Pol iota inh: -16%[58.9 µM]; Pol beta inh: -23%; Pol kappa inh: -15%; BLM helicase inh: -6%; JMJD2A Tudor: -12%; BAZ2B inh: 2%; APEX1 inh: -2%; G9a block: 0%; Pol eta inh: -7%

What do the screens show for `Cc1ccccc1NS(=O)(=O)c1nnc(NC(=O)c2ccc(Br)cc2)s1`?
Pol iota inh: 18%; Pol beta inh: -5%; Pol kappa inh: -23%; BLM helicase inh: -2%; JMJD2A Tudor: -16%; BAZ2B inh: -21%; APEX1 inh: -4%; G9a block: 21%; Pol eta inh: -14%

Results for CC(C)CN(C(=O)CSc1nc2ccccc2[nH]1)C1CCS(=O)(=O)C1 (stereo not given) ?
Pol iota inh: 12%; Pol kappa inh: -3%; JMJD2A Tudor: -9%; APEX1 inh: 7%; Pol eta inh: -9%
